# Screening results: PubChem, several laboratories
# GPR7 antag: antagonists of human GPR7 (neuropeptides B/W receptor 1). GPR7-expressing cells, fluorescence antagonist assay. inhibition, % at 4.4 µM. actives 1.1% (n = 290,000). AID 1861; in the data active = inhibition above about 16%, passing the limit was not always enough;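 note: cells stimulated with the agonist NPW; 0% = agonist with vehicle and 100% = vehicle without agonist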
# Target sequence (P48145 whole entry, looked up): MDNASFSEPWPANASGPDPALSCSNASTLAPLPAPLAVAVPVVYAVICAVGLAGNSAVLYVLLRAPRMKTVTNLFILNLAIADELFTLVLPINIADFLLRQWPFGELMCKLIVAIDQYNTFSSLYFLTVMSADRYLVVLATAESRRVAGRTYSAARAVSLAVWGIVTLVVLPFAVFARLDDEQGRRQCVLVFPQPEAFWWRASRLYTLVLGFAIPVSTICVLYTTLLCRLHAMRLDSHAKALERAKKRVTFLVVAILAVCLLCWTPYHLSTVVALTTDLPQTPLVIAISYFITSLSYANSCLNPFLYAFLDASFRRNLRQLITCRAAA
# MEKK2 WT-MEK5: raises or lowers MEK5 binding to wildtype human MEKK2 PB1 domain. actives 1.1% (n = 290,000). binding response (% of control), % at 10 µM. bead flow cytometry, Alexa488-MEK5 binding to MEKK2 WT; actives lie on both sides. Q9Y2U5; in the data active = binding response below about 67% or above about 130%
# MEKK2mut PB1 HTS: signal of MEK5 binding to mutant human MEKK2 PB1 domain | bead flow cytometry, Alexa488-MEK5 binding to MEKK2 mutant | percent response, % at 10 µM | actives 0.35% (n = 290,000) | AID 1530; in the data active = percent response above about 24%, passing the limit was not always enough; note: inactives centre near 1; some results filed as inactive read as strong as hits; reference of the scale not given here
# NALP1 inh: blocks the NALP1 inflammasome reconstituted in yeast; S. cerevisiae NALP1/ASC/caspase-1 growth, X-gal OD620, 72 h; inhibition, % at 10 µM; actives 0.61% (n = 280,000); AID 2071; in the data active = inhibition mostly above about 24%, no sharp cut-off; inactive = mostly below about 32%; note: some compounds called inactive have numbers as strong as hits
# PfM18AAP inh: blocks P. falciparum M18 aspartyl aminopeptidase | actives 1.2% (n = 290,000) | inhibition, % at 7.35 µM | recombinant PfM18AAP, H-Glu-NHMec fluorogenic cleavage | AID 1822;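 active = inhibition above the campaign mean inhibition over all tested compounds plus 3 SD, cut at about 28% in these data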;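 note: 0% = plate median of test compound wells and 100% = 2 mM ZnCl2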
# PHOSPHO1 inh: PHOSPHO1 (human) inhibition | Q8TCT1 | recombinant PHOSPHO1, absorbance phosphatase assay | inhibition, % at 13.3 µM | actives 1.1% (n = 290,000) | AID 1565; in the data active = inhibition above about 60%
# Target sequence (Q8TCT1 whole entry, looked up): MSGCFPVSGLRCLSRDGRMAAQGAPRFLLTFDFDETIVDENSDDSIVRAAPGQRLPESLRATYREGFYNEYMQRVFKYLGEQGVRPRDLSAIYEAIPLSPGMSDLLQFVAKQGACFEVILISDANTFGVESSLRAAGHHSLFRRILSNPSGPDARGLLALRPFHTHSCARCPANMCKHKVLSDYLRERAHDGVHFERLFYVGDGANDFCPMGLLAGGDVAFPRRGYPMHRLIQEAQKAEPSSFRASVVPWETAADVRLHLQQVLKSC
# OXTR agonist: activates the human oxytocin receptor; P30559; CHO-OTR cells, Fluo-8 calcium fluorescence; normalized: DMSO 0%, oxytocin 100%; activation, % at 3 µM; actives 0.32% (n = 320,000); AID 2435;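 active = activation above the mean of all tested compounds plus 3 SD, cutoff set per screening run, cut at about 20% in these data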;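 note: peak over basal fluorescence ratio from a 100 s FLIPR kinetic read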
# Target sequence (P30559 whole entry, looked up): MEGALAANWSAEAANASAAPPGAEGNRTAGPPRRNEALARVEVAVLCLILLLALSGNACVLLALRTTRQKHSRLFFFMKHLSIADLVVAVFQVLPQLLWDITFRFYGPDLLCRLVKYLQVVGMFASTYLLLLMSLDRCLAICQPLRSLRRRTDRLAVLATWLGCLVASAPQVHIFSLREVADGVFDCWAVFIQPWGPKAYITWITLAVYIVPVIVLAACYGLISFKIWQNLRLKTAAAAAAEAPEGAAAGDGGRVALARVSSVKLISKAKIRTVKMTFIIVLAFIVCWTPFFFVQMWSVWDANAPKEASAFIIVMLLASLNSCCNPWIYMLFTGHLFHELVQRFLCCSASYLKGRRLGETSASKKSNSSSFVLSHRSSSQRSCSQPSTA
# MEKK3 PB1 HTS: MEKK3-MEK5 PB1 interaction, increase or decrease; Q99759; bead-based flow cytometry, Alexa488-MEK5 binding to MEKK3; actives lie on both sides; 0 = blocked by unlabeled MEK5, 100 = vehicle; binding response (% of control), % at 10 µM; actives 1.4% (n = 290,000); AID 1529;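 active = binding response more than 3 SD above or below the average of its plate-row segment, actives on both sides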;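 note: Alexa488 bead fluorescence after subtracting the streptavidin-only scavenger bead signal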
# FID counter: fluorescent intercalator displacement, NS3 helicase counter-screen | actives 0.17% (n = 290,000) | inhibition, % at 7.9 µM | DNA fluorescent intercalator displacement, fluorescence; in the data active = inhibition above about 37%;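 note: 0% = vehicle and 100% = reference compound; higher means more ethidium bromide displaced from hairpin DNA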
# * = called active by the depositor; . = not tested or not shown.
SMILES,GPR7 antag,MEKK2 WT-MEK5,MEKK2mut PB1 HTS,NALP1 inh,PfM18AAP inh,PHOSPHO1 inh,OXTR agonist,MEKK3 PB1 HTS,FID counter
COC(=O)c1[nH]c2ccc(F)cc2c1NC(=O)CCN1CCN(C(=O)c2ccco2)CC1,0,98,-6,13,0,-30,.,93,-15
Cc1nn(C)c(C)c1NC(=O)Nc1cccc(C(F)(F)F)c1,-5,99,4,0,-7,6,0.2,103,-1
COc1ccc(CCn2c(=N)c(S(=O)(=O)c3ccc(Cl)cc3)cc3c(=O)n4ccccc4nc32)cc1,0,84,-9,19,-10,29,-0.5,94,10
Cc1ccccc1NC(=O)CSc1ccsc1[N+](=O)[O-],1,100,-1,18,-1,1,0.1,100,-3
COc1ccc(OC)c(NC(=O)C2CCCN2C(=O)C2CCC(C)CC2)c1 (configuration not stated),-15,94,0,-15,-4,-11,-2.4,95,-27
Cc1cccc(NC(=O)CSc2nnc(-c3ccccc3)n2N)c1C,-6,106,-1,19,3,23,-0.8,105,-3
COC(=O)CC1C(=O)NCCN1C(=O)c1sc2ccccc2c1Cl (configuration not stated),-9,98,-16,.,-2,22,-0.9,89,-9
CC(C)Oc1ccc(CCc2n[nH]c(=S)n2-c2ccccc2)cc1,0,103,-1,-6,7,11,0.4,107,-34
Cc1ccsc1/C=C1/NC(=O)N(Cc2ccc(F)cc2)C1=O,3,77,-7,34*,-11,4,-0.8,67,-3
CN(C)c1ccc(C=Nc2ccccc2)cc1,2,96,-3,24,-12,34,0.8,92,2
Cc1cc(C(=O)NP(=O)(N2CC(C)OC(C)C2)N2CC(C)OC(C)C2)c(C)n1C1CC1 (configuration not stated),-2,106,1,4,-6,37,0.1,113,-19
CCCCCCC(=O)Nc1c2c(nc3ccccc13)N(C)CC2,-4,103,5,14,-6,-26,-1.6,100,10
CC1(C)OC(=O)C(=CNc2ncccn2)C(=O)O1,-3,106,6,15,-4,27,0.4,103,1
CC1(C(=O)NC(=S)N(Cc2ccccc2)c2ccccn2)CC1(Cl)Cl (configuration not stated),1,98,1,10,-10,23,-1.2,93,-4
CCOC(=O)NN1C(=O)c2ccccc2NC1C (configuration not stated),-18,104,4,20,-7,2,0.0,103,0
CC1=NN(c2ccc(Cl)c(C(=O)O)c2)C(=O)C1,5,99,-1,41,6,-13,0.7,98,-5
Cc1nc2c(C)cccn2c1C(=O)c1ccccc1,-10,114,19,6,2,-24,-1.5,106,-11
S=C(Nc1ccccc1)N1CCn2cccc2C1c1cccnc1 (configuration not stated),-6,107,15,18,2,-3,-0.6,101,-4
O=C(CCn1c(=O)[nH]c2ccsc2c1=O)N1CCc2ccccc2C1,11,108,3,12,-1,24,-2.3,104,-4
O=c1[nH]c2cccnc2n1Cc1ccccc1,-2,105,9,41*,-1,18,0.2,100,-2
Cc1cc(-c2ccc(Br)cc2)n[nH]1,-10,99,-3,2,3,20,-1.5,100,-1
Cc1cccc(C)c1Nc1nc2ccccc2o1,-2,113,5,7,0,10,-2.8,113,0
CC(C)(C)NC(=O)NC12CC3CC(CC(C3)C1)C2,-4,102,-5,29,-3,53,0.4,104,6
CC(C)(C)c1ccc(C(=O)NNc2cc(N3CCCCC3)nc(N3CCCCC3)n2)cc1,3,95,0,24,-3,-6,-1.6,102,-5
COc1ccc2[nH]c(=O)c(CN(C(=O)c3cccnc3)c3ccc(C)cc3)cc2c1,-17,104,7,-3,-6,2,-1.1,104,-24

# The list goes on.
SMILES,GPR7 antag,MEKK2 WT-MEK5,MEKK2mut PB1 HTS,NALP1 inh,PfM18AAP inh,PHOSPHO1 inh,OXTR agonist,MEKK3 PB1 HTS,FID counter
COc1cc(CC(=O)OCc2ccccc2F)cc(OC)c1OC,-15,101,2,9,4,-64,1.9,101,-37
CC(C)(C)C1CCc2sc(C(=O)NNC(=O)CCl)cc2C1 (configuration not stated),-5,96,-5,-41,-2,26,.,98,-17
O=C(CN1CCCCC1)N/N=C/c1ccc(Cl)cc1,-20,116,8,13,7,-6,0.2,107,-1
Cc1cccc(-c2c(NC(=O)c3ccco3)oc3c(C)cccc3c2=O)c1,-19,95,0,-7,-4,28,1.4,97,-32
Nc1nc(NCc2ccccc2)nc(NCc2ccccc2)c1[N+](=O)[O-],-15,112,1,25,-3,2,0.3,152*,0
COc1ccc(N2CCN(C(=O)C3CCCN3S(=O)(=O)c3cccc4nsnc34)CC2)cc1 (configuration not stated),-9,98,0,16,-8,21,2.4,96,-29
O=C(NCCc1ccccc1)c1noc2c1CCc1ccccc1-2,-7,99,-4,4,-12,6,-0.8,101,2
O=C(NCc1cccnc1)c1cc(-c2ccccc2)on1,-4,97,-1,1,3,16,0.4,99,0
CC(=O)c1cccc(N(CC(=O)N2CCOCC2)S(C)(=O)=O)c1,-7,105,1,25,2,-13,-0.4,102,-2
COc1ccc(N2C(=O)C(Cl)=C(N3CCN(Cc4ccccc4)CC3)C2=O)cc1,-8,111,6,-23,16,4,.,103,0
COc1ccc(C2=NN(C(=O)c3cccs3)C(O)(C(F)(F)F)C2)cc1 (configuration not stated),-22,90,-7,15,2,-16,-1.9,96,-9
Cc1cc(C)c2[nH]c(=O)c(=O)[nH]c2c1,-7,97,-4,-6,4,9,0.8,97,9
Cc1ccccc1Oc1cc(-n2ncc(Cl)c(Cl)c2=O)ncn1,-6,98,-1,31,4,9,-2.4,94,-2
CCN(Cc1ccccc1)C(=O)Cn1cc2c(n1)CCCC2,-10,96,1,30,4,-2,0.8,97,-8
Cc1cccc(OCC(O)CN2C(C)(C)CC(O)CC2(C)C)c1 (configuration not stated),-10,106,9,.,-2,12,0.7,103,2
Cc1cccc(NS(=O)(=O)c2cc3c4c(c2)C(C)C(=O)N4CCC3)c1 (configuration not stated),-6,102,5,14,-2,36,-0.6,102,-25
CCC(=O)Nc1ccc(C(=O)N/N=C/c2cc(Br)c(OC)cc2OC)cc1,-1,97,-2,23,-5,-7,-0.1,99,-10
COc1ccc(-c2noc(COc3ccc4c(c3)OCO4)n2)cc1,-9,101,2,8,0,11,-1.1,101,-2
CCN(CC)CCNC(=O)c1c(O)c2cccc3c2n(c1=O)CCC3,-1,104,1,17,-1,5,.,103,10
CC(C)(C)NC(=O)Cn1c(=O)n(CC(=O)NC(C)(C)C)c2ccccc21,-6,101,1,5,-2,41,0.1,101,-2
CN(C(=O)CSc1nc(C2CC2)nc2ccccc12)c1nc(-c2ccccc2)cs1,-9,90,-2,8,11,-9,-0.7,93,2
O=C(Cn1nnc(-c2ccccc2)n1)N/N=C/c1cccc([N+](=O)[O-])c1O,2,109,-1,-5,5,42,0.2,123,-1
Cc1ccc2c(CC(=O)N3CCOCC3)coc2c1,-4,86,-11,4,-5,37,0.4,86,-1
COC(=O)c1ccc(-c2nc3cc(Cl)c(N)cc3s2)cc1,-5,100,-1,16,1,4,-0.1,97,0
COc1cc(/C=N/NC(=O)c2cc(-c3ccccc3)nc3ccccc23)cc(OC)c1O,-6,107,6,8,14,29,-1.1,105,-18

# Whole records, quoted from the list. Order of values: GPR7 antag, MEKK2 WT-MEK5, MEKK2mut PB1 HTS, NALP1 inh, PfM18AAP inh, PHOSPHO1 inh, OXTR agonist, MEKK3 PB1 HTS, FID counter
# Results for `Nc1nc(NCc2ccccc2)nc(NCc2ccccc2)c1[N+](=O)[O-]` : -15, 112, 1, 25, -3, 2, 0.3, 152*, 0
# Results for `Cc1cccc(-c2c(NC(=O)c3ccco3)oc3c(C)cccc3c2=O)c1` : -19, 95, 0, -7, -4, 28, 1.4, 97, -32

# More entries follow.
SMILES,GPR7 antag,MEKK2 WT-MEK5,MEKK2mut PB1 HTS,NALP1 inh,PfM18AAP inh,PHOSPHO1 inh,OXTR agonist,MEKK3 PB1 HTS,FID counter
CCc1cc(-c2n[nH]c(C)c2Oc2ccc(C(C)C)cc2)c(O)cc1O,-22,103,-2,-3,-7,26,2.4,106,-2
Cn1c(C2CCCCC2)nc2ccccc21,-10,108,9,-6,2,19,-2.1,104,-5
CC(C(=O)OCC(=O)Nc1cccc(S(=O)(=O)N2CCOCC2)c1)N1C(=O)c2ccccc2C1=O (configuration not stated),0,104,8,-4,1,-11,1.5,104,-17
CC(C)(C)c1ccc(Oc2cccc(C3CC(=O)C(C4NCCc5ccccc54)C(=O)C3n3cncn3)c2)cc1 (configuration not stated),-10,99,0,-8,-3,26,0.2,100,-24
COc1cc(CN(C)Cc2ccccc2)cc(OC)c1O,-1,104,0,12,15,30,1.4,103,-2
O=C(O)CCCC(=O)Nc1ccc(Oc2ncnc3cc(Cl)ccc23)nc1,8,128,26,24,-12,33,0.4,128*,-8
CN(C)c1ccc(-c2sc(Nc3ccccc3)n[n+]2-c2ccc(F)cc2)cc1,-4,105,14,8,11,21,-0.4,101,-13
COc1ccccc1NCC(=O)c1ccc(C)c(C)c1,0,105,4,12,8,8,-2.3,103,-4
Cc1ccc(C(c2cc(Cl)c3cccnc3c2O)N2CCN(C)CC2)cc1 (configuration not stated),3,104,1,-8,4,-21,2.1,101,-15
O=C(Cn1cc(C(=O)c2ccco2)c2ccccc21)Nc1ccccc1,2,82,-7,-22,8,-4,-0.5,85,0
Cc1c(NC(=S)NC(NC(=O)C(C)(C)C)C(Cl)(Cl)Cl)c(=O)n(-c2ccccc2)n1C (configuration not stated),-10,112,-18,0,0,0,-1.6,104,-8
Clc1cccc(Cn2ncc3ccccc32)c1,-11,104,3,31,-15,-3,.,105,-8
COCCNC(=O)/C(C#N)=C/c1ccc(OCc2ccccc2)cc1,8,91,-9,-8,0,12,3.3,103,-14
Cc1occc1C(=O)NNS(=O)(=O)c1ccc(Cl)cc1,-12,102,-1,15,8,7,1.9,101,-2
O=C(c1cnc(-c2ccc(Cl)cc2)s1)c1ccc(Cl)cc1Cl,1,94,0,10,-1,-4,0.0,98,0
Fc1cccc(NC(=S)NCc2cccnc2)c1,-5,106,13,10,13,-2,-0.5,104,3
COc1ccc2c(C)cc(N3CCN(c4ccc(F)cc4)CC3)nc2c1,-8,99,-2,12,4,16,-1.9,99,-8
CS(=O)(=O)NCCSc1cc(C(F)(F)F)nc2ccccc12,-3,97,-9,9,3,19,-0.2,96,-8
CCN(CC)S(=O)(=O)c1ccc2oc(Nc3ccc4c(c3)OCCO4)nc2c1,4,99,1,13,1,3,-2.1,104,-5
CN(C)[C@@H]1C(=O)C(C(N)=O)=C(O)[C@@]2(O)C(=O)C3=C(O)c4c(O)ccc(Cl)c4[C@@H](O)[C@H]3C[C@@H]12,-14,98,3,136*,37*,1,0.0,97,-19
CCN(CC)C(=O)CSc1nnc(-c2ccccc2)n1-c1ccccc1,0,110,15,-8,2,82*,-1.0,109,-27
COc1cc(OC)c(NC(=O)Cc2ccc(OC)c(S(=O)(=O)N3CCOCC3)c2)cc1Cl,2,100,4,5,-6,3,0.7,100,-22
O=C(N/N=C/c1ccc2c(c1)OCO2)c1ccn(Cc2ccc(Cl)cc2)n1,-8,102,2,-3,2,31,.,95,-26
COc1ccccc1N1CCN(CC(C)N(C(=O)C2CCCCC2)c2ccccn2)CC1 (configuration not stated),-14,97,-8,4,0,.,0.4,92,-5
CCCCCCCCCCCCC(NC(C)=O)(C(=O)OCC)C(=O)OCC,0,104,1,12,-5,34,1.7,101,-30
COc1ccc(S(=O)(=O)NCC2CCCN(C(=O)C=C(C)C)C2)cc1 (configuration not stated),7,84,-8,2,-2,39,-1.6,90,-14
Cc1nnc(NC(=O)CSc2ccc3nnc(-c4cccnc4)n3n2)s1,-13,93,-4,13,-14,2,-0.1,95,-7

# Single entries from the entries so far.
# In PfM18AAP inh, `COc1cc(OC)c(NC(=O)Cc2ccc(OC)c(S(=O)(=O)N3CCOCC3)c2)cc1Cl` has -6
# In GPR7 antag, `COc1cc(/C=N/NC(=O)c2cc(-c3ccccc3)nc3ccccc23)cc(OC)c1O` has -6
# In MEKK2 WT-MEK5, `CCCCCCCCCCCCC(NC(C)=O)(C(=O)OCC)C(=O)OCC` has 104
